TRPC4 inh – blocks the mouse TRPC4 cation channel | Q9QUQ5 | HEK293 TRPC4beta/mu-opioid, DAMGO-evoked Fluo4 calcium flux; hits give low values | B-score at 10 µM | 300,000 tested, 0.39% active | AID 2247;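 active = B-score over 3 SD under the library average, no early fluorescence shift, positive overall ratio signal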
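test system = HEK293 cells with stable TRPC4beta plus mu-opioid receptor expression | detection = Fluo4 Ca2+ flux fluorescence | read-out = integrated fluorescence ratio relative to baseline, converted to per-well B score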
TRPC6 inh – mouse TRPC6 channel inhibition; Q61143; HEK293-TRPC6, membrane potential dye, ACh-evoked depolarization; hits give low values; B-score at 10 µM; 310,000 tested, 1.1% active; AID 2553;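 active = B-score under library mean minus 3 SD, initial fluorescence not abnormally high, positive integrated signal ratio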;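 also: B-score derived from integrated fluorescence ratio over the kinetic read; more negative B-score means stronger inhibition of depolarization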
Target sequence (Q61143 whole entry, looked up): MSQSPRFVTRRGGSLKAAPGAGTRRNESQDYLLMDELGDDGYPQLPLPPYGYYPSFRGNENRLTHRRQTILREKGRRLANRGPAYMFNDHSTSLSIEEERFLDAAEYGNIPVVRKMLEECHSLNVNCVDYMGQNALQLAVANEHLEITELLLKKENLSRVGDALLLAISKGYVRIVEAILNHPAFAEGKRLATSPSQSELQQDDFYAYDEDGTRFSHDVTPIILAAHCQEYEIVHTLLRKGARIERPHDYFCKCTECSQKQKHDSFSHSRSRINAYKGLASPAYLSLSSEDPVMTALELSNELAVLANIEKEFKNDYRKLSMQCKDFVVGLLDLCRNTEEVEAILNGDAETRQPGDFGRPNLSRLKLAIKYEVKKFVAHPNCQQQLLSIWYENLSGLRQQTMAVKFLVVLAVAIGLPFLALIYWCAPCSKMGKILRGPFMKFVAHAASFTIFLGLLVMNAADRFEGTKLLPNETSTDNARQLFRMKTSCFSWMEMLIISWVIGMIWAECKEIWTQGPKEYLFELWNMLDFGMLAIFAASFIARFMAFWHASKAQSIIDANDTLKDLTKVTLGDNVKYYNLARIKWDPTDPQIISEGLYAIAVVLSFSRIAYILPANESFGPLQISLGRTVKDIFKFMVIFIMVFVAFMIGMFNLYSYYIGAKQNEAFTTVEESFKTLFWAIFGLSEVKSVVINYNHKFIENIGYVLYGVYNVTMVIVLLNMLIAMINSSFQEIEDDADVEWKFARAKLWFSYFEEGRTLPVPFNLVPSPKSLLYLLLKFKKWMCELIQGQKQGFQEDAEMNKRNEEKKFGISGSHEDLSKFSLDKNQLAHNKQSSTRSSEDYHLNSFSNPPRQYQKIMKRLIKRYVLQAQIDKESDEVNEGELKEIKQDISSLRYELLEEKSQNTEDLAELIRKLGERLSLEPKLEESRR
KLF5 inhibitor – kruppel-like factor 5 inhibition; DLD-1 KLF5 promoter-luciferase reporter, luminescence; inhibition, % at 5 µM; 290,000 tested, 0.23% active; AID 1700;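 active = inhibition above a per-plate limit of that plate's mean compound inhibition plus 3 SD, cut at about 60% in these data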;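 also: 0% = DMSO wells and 100% = LY294002 at 200 µM; higher means less KLF5 promoter-driven luciferase light; inactives centre near -14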
TRPC6 act – activators of mouse TRPC6 channel; B-score at 10 µM; AID 2550; Q61143; HEK293-TRPC6 membrane potential dye fluorescence; hits give high values; 310,000 tested, 0.13% active;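 active = B-score of the integrated fluorescence ratio above library mean plus 3 SD, and starting fluorescence ratio within library mean plus 5 SD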;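 also: higher score means more depolarization so channel activation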
aSyn UTR inh – MLPCN primary screen, SNCA 5' untranslated region; inhibition, % (tested at 7.5 µM); alpha-synuclein 5'UTR reporter, inhibitor activity; 300,000 tested, 0.82% active; AID 1813; in the data active = inhibition above about 60%;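 also: H4 neuroglioblastoma cells stably carrying SNCA 5'UTR luciferase fusion; 0% = DMSO wells and 100% = positive control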
IEC-6 tox – counter-screen for KLF5 inhibitors: cytotoxicity in IEC-6 cells; AID 1825; IEC-6 cytotoxicity, luminescence viability; 290,000 tested, 0.78% active; inhibition, % at 5 µM; in the data active = inhibition above about 22%;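 also: 0% = plate median of test compound wells and 100% = cytotoxic reference compound wells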
MrgX1 antag – blocks BAM8-22 activation of human MrgX1 receptor. Q96LB2. MRGX1-HEK293 calcium flux, Fluo-4, BAM8-22 antagonism; hits give low values. B-score at 10 µM. 310,000 tested, 1.3% active. AID 588676;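 active = calcium-response B-score plate-corrected more than 3 library SD below zero, starting fluorescence within 5 deviations, no agonist response on first addition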;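 also: peak minus trough fluorescence over baseline after final BAM8-22 challenge near maximal dose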
TRPC4 PAM – TRPC4 (mouse) allosteric potentiation | B-score at 10 µM | 310,000 tested, 0.42% active | Q9QUQ5 | HEK293 TRPC4beta/mu-opioid, DAMGO EC20, Fluo-4 Ca2+ flux; hits give high values;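 active = B-score of calcium response area above 5 SD of library B-scores, with initial fluorescence ratio within 5 SD of library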;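 also: B-score of integrated fluorescence ratio over time as area under calcium response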
TRPC4 agonist – TRPC4 (mouse) channel activation; Q9QUQ5; HEK293 TRPC4beta/mu-opioid, Fluo4 calcium fluorescence; hits give high values; B-score at 10 µM; 310,000 tested, 0.49% active; AID 2237;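 active = B-score above 5 SD of library B-scores, and initial fluorescence ratio not above library mean plus 5 SD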;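 also: positive B-score marks a calcium rise read as TRPC4 activation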
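Material: HEK293 stable line with TRPC4beta plus mu-opioid receptor; technique: Fluo4 calcium-sensitive dye fluorescence, kinetic, 1 Hz baseline; timing: Fluo4 dye loading 45 min at room temperature, 110 s recording; controls: assay buffer as low control, maximal DAMGO as high control; read-out: integrated baseline-normalised fluorescence ratio, converted to per-well B score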
HIF act – HIF pathway transcriptional activation | U2OS HRE-luciferase reporter, luminescence; normalized: DMSO 0%, desferrioxamine 100% | activation, % at 7.5 µM (by protocol) | 300,000 tested, 0.32% active | AID 1910;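 active = mean activation of at least 10% of the iron chelator positive control signal, with at least half of replicates also reaching 10%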
SKKanGAS inh – blocks kanamycin growth of S. pyogenes SKKanGAS strain | BacTiter-Glo, 6 h | inhibition, % at 7.5 µM | 300,000 tested, 1.3% active | AID 1662;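 active = mean replicate score, as percent of positive control median, at least 50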;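 also: strain carries kanamycin resistance gene driven by streptokinase promoter and grows in 40 µg/ml kanamycin; loss of luminescence reflects streptokinase promoter inhibition or plain growth inhibition; 0% = median of DMSO wells and 100% = positive control at its reference dose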
The depositor's hits bear a star; i = inactive; x = no result given.

Structure | TRPC4 inh | TRPC6 inh | KLF5 inhibitor | TRPC6 act | aSyn UTR inh | IEC-6 tox | MrgX1 antag | TRPC4 PAM | TRPC4 agonist | HIF act | SKKanGAS inh
CS(=O)(=O)N(CC(=O)N1CCCCC1)c1ccc2c(c1)OCO2 | i | i | -2 | i | 8 | -4 | i | i | i | 0.2 | -4
COc1ccccc1N1CCN(C(=O)CSc2nnc3n2C(C)(C)Cc2ccccc2-3)CC1 | i | i | 4 | i | x | 10 | i | i | i | x | -9
CCOC(=O)CN1C(=O)C(=O)N(Cc2c(C)cc(C)cc2C)C1=O | i | i | 6 | i | 10 | -2 | i | i | i | 0.9 | 3
Cn1c(=O)c2c(nc(CN3CCC(C(N)=O)CC3)n2Cc2ccccc2F)n(C)c1=O | i | i | 1 | i | 2 | 2 | i | i | i | 0.2 | 6
Nc1ncc([N+](=O)[O-])cc1S(=O)(=O)c1ccccc1 | i | i | x | i | 0 | x | i | i | i | -0.3 | 1
Cc1ccc2nc(-c3ccncc3)cc(C(=O)NCCc3ccc(F)cc3)c2c1 | i | i | -16 | i | -35 | 0 | i | i | i | 0.3 | 12
CC(NCc1ccccc1)c1ccccc1O (stereo unspecified) | i | i | 9 | i | -7 | -1 | i | i | i | 0.0 | 1
CCC(C(=O)NC1CCCCC1)n1c(SCc2cccc(C)c2)nc2ccncc21 (stereo unspecified) | i | i | -1 | i | 3 | -4 | i | i | i | 1.0 | -1
COc1ccc(N=C2SC(CC(=O)Nc3ccccc3)C(=O)N2CCc2ccccn2)cc1 (stereo unspecified) | i | i | -24 | i | 16 | 2 | i | i | i | -0.4 | 3
O=C1c2ccccc2C(Nc2cccnc2)N1Cc1ccccc1Cl (stereo unspecified) | i | i | 8 | i | -7 | 1 | i | i | i | -0.4 | 2
CCC(Cc1ccccc1)NC(=O)C1CCN(S(=O)(=O)c2c(C)noc2C)CC1 (stereo unspecified) | i | i | -19 | i | 15 | 2 | i | i | i | -0.1 | -3
CC1(C)CC(=O)c2cc(OCC(=O)NCCN3CCOCC3)ccc2O1 | i | i | -11 | i | -8 | 2 | i | i | i | -0.7 | -3
O=C(COC(=O)CNC(=O)c1cccc([N+](=O)[O-])c1)Nc1cccc(S(=O)(=O)N2CCCCC2)c1 | i | i | -16 | i | 2 | -6 | i | i | i | -0.4 | -6
Cc1ccc(N(CC(O)Cn2c3ccccc3c3ccccc32)S(C)(=O)=O)cc1 (stereo unspecified) | i | i | -5 | i | 13 | 2 | i | i | i | 1.0 | 10
O=C1/C(=C/c2ccco2)SC(=S)N1C1CCS(=O)(=O)C1 (stereo unspecified) | i | i | -17 | i | -48 | -14 | i | i | i | -3.9 | -15
CCCS(=O)(=O)c1ccc(COC(=O)Cc2ccc([N+](=O)[O-])cc2)cc1 | i | i | -17 | i | 6 | 3 | i | i | i | -9.8 | -3
COc1ccccc1N1CCN(CCNC(=O)Nc2cccc(C)c2C)CC1 | i | i | -29 | i | -23 | -1 | i | i | i | -0.4 | 1
CCOC(=O)c1sc(NC(=S)NC(=O)c2ccco2)nc1C | i | i | -33 | i | -56 | -1 | i | i | i | 1.6 | 22
O=C(NCCN1CCN(c2ccccc2F)CC1)C1CCCN(S(=O)(=O)c2cnc[nH]2)C1 (stereo unspecified) | i | i | 14 | i | -13 | -1 | i | i | i | x | -3
CC(=O)Oc1ccc(N(C(C)=O)S(=O)(=O)c2cccs2)cc1 | i | i | -18 | i | -8 | -3 | i | i | i | -0.4 | -1
Cc1nc2sc(C(c3cccc(F)c3)N3CCC(C)CC3)c(O)n2n1 (stereo unspecified) | i | i | -12 | i | 0 | -8 | i | i | i | -0.4 | -1
CCOc1ccc(NC(=O)CN(C)C(=O)CCNC(=O)c2ccc(Br)cc2)cc1OCC | i | i | x | i | 0 | x | i | i | i | 0.6 | 9
NC(=O)c1c(NC(=O)c2ccccc2Cl)sc2c1CCC2 | i | i | -58 | i | -61 | -3 | i | i | i | 3.5 | -6
O=C(Nc1ccc(F)cc1)Nc1cc(OCC(F)(F)F)cc(OCC(F)(F)F)c1 | i | i | -16 | i | 86* | 6 | -6* | i | i | -4.1 | 78*
O=C(NC1CCCC1)c1cnn2c(C(F)(F)F)cc(-c3ccco3)nc12 | i | i | 3 | i | 34 | -2 | i | i | i | -0.2 | 1
O=C(O)CSc1c(-c2cccs2)[nH]c2ccccc12 | i | i | -5 | i | -3 | 6 | i | i | i | -0.3 | -3
COc1ccc(NC(=O)CSc2nncc3ccccc23)cc1 | i | i | -17 | i | 0 | -8 | i | i | i | -0.9 | -10
Cc1cccc(OCc2nnc(SCC(=O)O)n2-c2ccccc2)c1 | i | i | -63 | i | 8 | -9 | i | i | i | -20 | 2
CCOC(=O)c1c(NC(=S)NCc2ccccc2)sc2c1CCN(C(=O)OCC)C2 | i | i | -4 | i | 10 | -2 | i | i | i | -0.4 | 26
N#CCC(=O)N/N=C/c1ccc(Cl)cc1 | i | i | 3 | i | 22 | -3 | i | i | i | 0.0 | -9

Record cards (already shown). Order of screens: TRPC4 inh | TRPC6 inh | KLF5 inhibitor | TRPC6 act | aSyn UTR inh | IEC-6 tox | MrgX1 antag | TRPC4 PAM | TRPC4 agonist | HIF act | SKKanGAS inh
Record of `Nc1ncc([N+](=O)[O-])cc1S(=O)(=O)c1ccccc1` → i | i | x | i | 0 | x | i | i | i | -0.3 | 1
Record of `CCOC(=O)c1sc(NC(=S)NC(=O)c2ccco2)nc1C` → i | i | -33 | i | -56 | -1 | i | i | i | 1.6 | 22
Record of `O=C1c2ccccc2C(Nc2cccnc2)N1Cc1ccccc1Cl` (stereo unspecified) → i | i | 8 | i | -7 | 1 | i | i | i | -0.4 | 2

The listing picks up, starting two compounds before the break.
Structure | TRPC4 inh | TRPC6 inh | KLF5 inhibitor | TRPC6 act | aSyn UTR inh | IEC-6 tox | MrgX1 antag | TRPC4 PAM | TRPC4 agonist | HIF act | SKKanGAS inh
CCOC(=O)c1c(NC(=S)NCc2ccccc2)sc2c1CCN(C(=O)OCC)C2 | i | i | -4 | i | 10 | -2 | i | i | i | -0.4 | 26
N#CCC(=O)N/N=C/c1ccc(Cl)cc1 | i | i | 3 | i | 22 | -3 | i | i | i | 0.0 | -9
CNS(=O)(=O)c1ccc(CCC(=O)N2CCN(c3ccccc3OC)CC2)cc1 | i | i | -32 | i | 10 | 0 | i | i | i | -0.5 | -2
Cc1csc(N(C(=O)c2cccc(S(=O)(=O)N3CCCC3)c2)c2ccccc2)n1 | i | i | -37 | i | 2 | -1 | i | i | i | 0.2 | 14
CCCc1cc(=O)[nH]c(/N=C(/NC(=O)c2ccccc2)Nc2ccc3c(c2)OCCO3)n1 | i | i | -13 | i | -35 | -2 | i | i | i | 0.2 | 0
CCOC(=O)N1CCN(Cc2nc(CC3CC3)no2)CC1 | i | i | -28 | i | -39 | -1 | i | i | i | 0.2 | 3
CC1CCc2ccccc2N1C(N)=Nc1ccccc1 (stereo unspecified) | i | i | 18 | i | -6 | 5 | i | i | i | -0.6 | 17
CC(=O)CCC(=O)N1CCCC(CNC(=O)c2ccc(-c3ccccc3)cc2)C1 (stereo unspecified) | i | i | -22 | i | -57 | 3 | i | i | i | 1.2 | -3
CN(C[C@H](Cc1ccccc1)N(C[C@H](Cc1ccccc1)N(CCC(C)(C)C)N=O)N=O)N=O | i | i | -7 | i | 19 | -3 | i | i | i | 0.3 | 12
COc1ccc(-n2c(=O)c3c4c(sc3n(CC(N)=O)c2=O)CCCCC4)cc1 | i | i | -11 | i | -2 | 0 | i | i | i | 0.9 | 10
COCC(=O)N/N=C(\C)CC(=O)NCc1ccco1 | i | i | -3 | i | 17 | -7 | i | i | i | 0.2 | 1
O=C(CSc1ccccc1)NCCc1ccccc1 | i | i | -71 | i | -62 | 4 | i | i | i | 1.9 | 2
CCc1ccc(S(=O)(=O)NC(=S)NC2CCCCC2)cc1 | i | i | 2 | i | -3 | 2 | i | i | i | 0.9 | 6
CN(C)CCCN1C(=O)c2cccc3c(Br)ccc(c23)C1=O | i | -9.6* | 0 | i | -52 | 2 | i | i | i | 3.5 | 8
CC(C)CNS(=O)(=O)c1ccc(CCC(=O)N2CCN(c3ccc(F)cc3)CC2)cc1 | i | i | -20 | i | -18 | -2 | i | i | i | -0.2 | -9
Cc1cc2ncn(S(=O)(=O)N(C)C)c2cc1C | i | i | -12 | i | 0 | 4 | i | i | i | -0.1 | 2
CCCN1C(=O)/C(=C/c2c(NCCCOC(C)C)nc3c(C)cccn3c2=O)SC1=S | i | i | -25 | i | 23 | -2 | -10* | i | i | 0.4 | -5
Cc1nn2c(c1-c1ccccc1)N=C(c1ccco1)CC2c1ccccc1 (stereo unspecified) | i | i | -26 | i | -24 | 2 | i | i | i | 1.1 | 7
O=C(Cn1c(=O)c2ccccc2n(CC(=O)N2CCCCC2)c1=O)N1CCCCC1 | i | i | -20 | i | -6 | 7 | i | i | i | -0.4 | 2
Cc1ccc(NC2=C(Cl)C(=O)OC2OC(=O)c2ccco2)c(C)c1 (stereo unspecified) | i | i | -12 | i | 7 | -1 | i | i | i | -0.4 | -4
CCN(CC)C(=O)COc1coc(CN2CCN(c3ccccc3)CC2)cc1=O | i | i | -13 | i | -10 | -2 | i | i | i | 1.4 | -2
Cc1cccc(C(=O)NC2CCN(S(=O)(=O)c3ccccc3F)CC2)c1 | i | i | -19 | i | 6 | 5 | i | i | i | -1.8 | -9
CCN(CC)CCn1c(NC(=O)c2ccccc2O)nc2ccccc21 | i | -12* | -27 | i | -42 | 3 | i | i | i | 1.8 | 16
O=C(COC(=O)CCC(=O)c1cccs1)Nc1cc(S(=O)(=O)N2CCOCC2)ccc1Cl | i | i | -13 | i | -6 | 0 | i | i | i | -0.6 | -15
N#Cc1cccc(S(=O)(=O)NCC(=O)NCCCc2ccccc2)c1 | i | i | -8 | i | 20 | -1 | i | i | i | -0.1 | -2
CCC1CN(C(=O)NCc2cccc(OC)c2)c2ccccc2O1 (stereo unspecified) | i | i | -21 | i | 6 | 0 | i | i | i | 3.0 | 2
CCCCNC(=O)CCc1c(C)nc2c(c(C)nn2-c2ccccc2)c1C | i | i | 3 | i | -5 | 4 | i | i | i | -0.4 | 1

From PubChem BioAssay
